NPY-Y1 PAM-ag – potentiators or agonists of human neuropeptide Y receptor Y1; P25929; NPY-Y1 expressing cells, potentiator/agonist activation; activation, % at 3.6 µM; 220,000 compounds, 0.37% hits; AID 1304; in the data active = activation above about 33%, passing the limit was not always enough;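 also: cells stimulated with NPY at EC10 then isoproterenol at EC100; 0% = low agonist plus stimulus and 100% = saturating agonist plus stimulus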
Target sequence (P25929 whole entry, looked up): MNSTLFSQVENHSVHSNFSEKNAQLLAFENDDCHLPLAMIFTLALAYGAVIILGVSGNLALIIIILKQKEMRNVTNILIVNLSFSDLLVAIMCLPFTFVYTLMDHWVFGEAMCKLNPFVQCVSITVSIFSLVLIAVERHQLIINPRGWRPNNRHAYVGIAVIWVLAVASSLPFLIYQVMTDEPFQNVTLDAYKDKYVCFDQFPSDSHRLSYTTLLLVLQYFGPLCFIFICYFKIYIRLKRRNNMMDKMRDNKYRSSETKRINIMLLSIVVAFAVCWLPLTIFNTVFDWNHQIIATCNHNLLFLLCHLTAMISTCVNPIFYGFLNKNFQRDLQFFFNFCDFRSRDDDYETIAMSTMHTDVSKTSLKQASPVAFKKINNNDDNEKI
EP2 mod – modulates human prostaglandin E2 receptor EP2 signaling | P43116 | EP2-expressing cells, cAMP HTRF FRET, PGE2 co-stimulation | induction, % at 25 µM | 260,000 compounds, 0.83% hits;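 active = compounds whose cAMP rise, as percent of the full-agonist control response, exceeds 60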;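 also: rat C6 glioma line stably carrying human EP2 under a CMV promoter; the protocol text gives 20 µM as final concentration; 100% = response of wells given 1 µM PGE2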
Target sequence (P43116 whole entry, looked up): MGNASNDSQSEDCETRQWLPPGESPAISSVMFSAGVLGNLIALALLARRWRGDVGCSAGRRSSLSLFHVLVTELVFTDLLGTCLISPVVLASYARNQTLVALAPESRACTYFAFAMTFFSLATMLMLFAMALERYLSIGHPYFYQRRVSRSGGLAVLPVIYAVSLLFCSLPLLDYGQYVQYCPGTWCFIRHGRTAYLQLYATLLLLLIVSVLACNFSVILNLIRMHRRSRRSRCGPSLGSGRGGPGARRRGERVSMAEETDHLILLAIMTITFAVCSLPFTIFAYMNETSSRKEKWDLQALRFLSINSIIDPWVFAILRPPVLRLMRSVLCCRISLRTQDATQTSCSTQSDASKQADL
TRPML3 ag – human mucolipin-3 channel agonism; 220,000 compounds, 0.29% hits; Q8TDD5; activation, % at 3 µM; HEK293 TRPML3-YFP, Fluo-8 calcium fluorescence; 100% = the carbachol control signal;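 active = activation above its plate's cutoff, the mean activation of the plate's test wells plus 3 SD, cut at about 12% in these data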;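 also: 0% = DMSO only wells and 100% = carbachol wells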
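system = HEK293 cells stably carrying human TRPML3-YFP | doses = one concentration, 3 µM nominal, 0.3% DMSO | timing = dye loading 1 h 37 °C then 30 min ambient, 125 s read | detection = Fluo-8 calcium dye fluorescence, ex 470-495, em 515-575 nm | benchmarks = high control carbachol 87 µM, low control DMSO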
PPC-1+TRAIL kill – kills PPC-1 cancer cells in the presence of TRAIL; PPC-1 cells + TRAIL, ATPLite viability luminescence; cell killing (% activity), % at 4 µM; 220,000 compounds, 0.41% hits; AID 1443;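 active = cell killing above 50% in the first pass at 4 µM, then a duplicate retest at 5 µM averaging 50% or more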;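 also: plate controls were cells with TRAIL plus DMSO for no effect and medium-only wells lacking cells for full effect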
CHOP inhibitor – CHOP inhibition in unfolded protein response. inhibition, % at 10 µM. CHO-K1 CHOP-promoter luciferase, tunicamycin-induced, 15-18 h. 220,000 compounds, 3.8% hits;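 active = compounds that reduced the stress-induced luciferase reporter signal by more than about 70% of percent inhibition, limit read from the data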;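 also: 0% = tunicamycin plus vehicle and 100% = wells without tunicamycin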
PGE2 EP2 inh – EP2 receptor (human) inhibition; P43116; C6 glioma cells expressing human EP2, cAMP TR-FRET; cells stimulated with saturating PGE2; inhibition, % at 25 µM; 260,000 compounds, 0.52% hits; AID 1422;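 active = percent inhibition above 40 after rounding to a whole number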;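 also: rat C6 glioma host cells with rolipram phosphodiesterase inhibitor present; the protocol text gives 20 µM as final concentration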
14-3-3 Bad PPI – disrupts binding of bovine 14-3-3 zeta to phospho-Bad peptide; P63103; TR-FRET 14-3-3zeta/Dy647-pBad peptide displacement, 1 h; inhibition, % at 21.7 µM; 220,000 compounds, 0.71% hits;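 active = inhibition above about 70%, limit read from the data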;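 also: 0% = full 14-3-3 plus peptide FRET controls and 100% = background without 14-3-3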
Target sequence (P63103 whole entry, looked up): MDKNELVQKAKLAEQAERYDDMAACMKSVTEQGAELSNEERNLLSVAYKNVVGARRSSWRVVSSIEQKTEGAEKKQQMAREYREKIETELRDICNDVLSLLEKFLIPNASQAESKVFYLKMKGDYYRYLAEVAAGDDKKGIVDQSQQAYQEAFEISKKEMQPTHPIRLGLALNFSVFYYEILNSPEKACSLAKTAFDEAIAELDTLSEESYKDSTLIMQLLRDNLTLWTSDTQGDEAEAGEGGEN
NPY Y1 blocker – NPY-Y1 (human) receptor antagonism; P25929; 200,000 compounds, 1% hits; inhibition, % at 3.6 µM; AID 1040; HEK293-CNG Y1 cells, membrane potential fluorescence; NPY at EC95, then isoproterenol;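 active = inhibition above the campaign mean inhibition of all tested compounds plus 3 SD, cut at about 20% in these data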;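 also: 0% = DMSO wells given NPY plus isoproterenol and 100% = isoproterenol alone without NPY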
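Material: HEK293 Y1/CNG channel cell line; also added: NPY (25 nM), isoproterenol (1 µM), Ro 20-1724 (25 µM); doses: one concentration, 3.6 µM, in 0.4% DMSO; schedule: compound incubation 1 h at room temperature, readout 45 min post-stimulation; technique: membrane potential fluorescence; measure: fluorescence ratio normalized to % inhibition between controls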
TRPN1 ag – zebrafish TRPN1 (NompC) channel agonism; AID 1424; 220,000 compounds, 0.18% hits; activation, % at 3 µM; HEK293 zebrafish TRPN1-YFP, Fluo-8 calcium fluorescence; 100% = response to 87 µM carbachol;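 active = activation above its plate's cutoff, the mean activation of test wells on that plate plus 3 SD, cut at about 19% in these data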;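 also: 0% = DMSO alone and 100% = 87 µM carbachol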
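Control set: carbachol 87 µM as high control, DMSO as low control; system: HEK293 stable line with zebrafish TRPN1-YFP; read-out: % activation versus carbachol response; detection: intracellular calcium fluorescence with Fluo-8; doses: single test compound dose, 3 µM nominal, 0.3% DMSO; schedule: dye 1 h 37 °C plus 30 min RT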
Numbers without * were called inactive; / = no result given; & = joins results of further samples; [ ] = another dose, or the depositor's remark.

SMILES	NPY-Y1 PAM-ag	EP2 mod	TRPML3 ag	PPC-1+TRAIL kill	CHOP inhibitor	PGE2 EP2 inh	14-3-3 Bad PPI	NPY Y1 blocker	TRPN1 ag
Cc1ccc(N2CC(c3nc4ccccc4n3C)CC2=O)cc1 (centres undefined)	4.5	-21.8	0.2	10.0	4.2	8.7	-2.3	/	1.0
Cn1cccc1/C=N/NC(=O)c1cc(-c2cccs2)nc2ccccc12	-37.8	25.7	3.4	5.9	2.9	5.1	-7.7	1.4	0.4
COc1ccc(C(C[N+](=O)[O-])n2nc(C)cc2C)cc1 (centres undefined)	-0.8	12.8	0.3	7.8	-14.7	13.7	-3.5[fluorescence artefact?]	-2.5	-0.1
O=C(c1cc2c(s1)CCCCC2)N1CCN(c2ncccn2)CC1	-4.4	-11.1	-0.1	22.8	37.1	1.6	11.9[fluorescence artefact?]	12.9	1.2
Cc1ccc(S(=O)(=O)c2c(COC(=O)c3cccc(Cl)c3)c(-c3ccccc3)nn2C)cc1	-20.7	29.3	0.8	-20.0	-7.2	11.1	-0.5	6.1	-0.3
COc1ccc(N2CCN(Cc3cc(OC)c(O)c([N+](=O)[O-])c3)CC2)cc1	-10.7	14.4	0.5	13.2	23.1	10.0	-4.3[fluorescence artefact?]	-1.8	0.5
O=[N+]([O-])c1cccnc1N1CCCCC1	-5.0	8.3	1.3	7.8	-0.3	4.1	-4.9	2.3	1.0
Cc1ccccc1NC(=S)NC(NC(=O)COc1ccccc1)C(Cl)(Cl)Cl (centres undefined)	6.7	-21.4	-0.2	4.2	82.7*	8.5	2.8	10.4	0.8
C/C=C/c1ccc(OCC(=O)OCC)c(OC)c1	11.8	42.2	-0.2	18.0	13.4	-0.8	-11.3	1.3	-0.6
CC(C)(C)C(=O)Nc1ccc2oc(-c3cc(F)c(F)cc3Cl)nc2c1	-2.1	-12.8	1.3	7.8	43.0	-2.3	2.5	-0.6	0.0
O=C(O)c1ccccc1NS(=O)(=O)c1ccccc1C(F)(F)F	4.7	7.3	-0.5	10.9	-39.1	3.3	12.0	0.0	-0.8
CCOC(=O)c1ccc2nc(Nc3nc4ccc(F)cc4s3)sc2c1	0.2	-48.0	0.5	29.8	89.7*	8.0	15.2[fluorescence artefact?]	-4.9	0.5
CN(C(=O)c1cccc(C#N)c1)c1nnc(C2CCOC2)s1 (centres undefined)	-10.2	32.6	-0.4	-16.3	36.8	9.9	9.5	-5.5	0.8
CCCn1nnc(NC(=O)c2ccccc2Br)n1	-12.8	18.1	-0.2	26.3	2.6	18.8	1.1	1.7	1.0
CC(=O)c1ccc(NC(=O)C(Cc2ccccc2)NC(=O)c2ccco2)cc1 (centres undefined)	1.2	-23.4	1.1	5.7	8.7	4.8	-6.1[fluorescence artefact?]	2.8	1.8
COc1ccc(-c2[nH]ncc2CNC(C)c2ccccc2Cl)cc1F (centres undefined)	7.1	-98.1	0.0	-12.6	38.7	6.6	-8.8	6.0	1.1
CCCc1cc(=O)[nH]c(SCC(=O)c2cc(C)n(C3CC3)c2C)n1	-38.1	-32.1	0.8	1.6	-4.3	7.1	-0.6	4.7	-0.8
CCN(CC)CC(C)CNC(=O)CC(C(=O)N1CCc2ccccc21)n1ccnc1 (centres undefined)	1.4	16.0	0.8	16.1	-7.9	3.4	-12.1	1.5	-0.5
CCc1ccccc1NC(=O)/C(=C/c1ccccc1)c1ccccc1	-18.9	65.2*	0.6	4.0	84.8*	12.1	-2.9	12.1	-1.6
Clc1ccc(Oc2cccc(/C=N/n3cnnc3)c2)cc1	9.4	-28.1	-0.3	18.4	15.7	10.3	14.6	4.1	-0.6
Cc1ccc2nc(/C(C#N)=C\c3ccc([N+](=O)[O-])o3)[nH]c2c1	18.2	-39.6	2.8	32.3	-15.2	64.4*	5.5[fluorescence artefact?]	0.3	7.8
O=c1[nH]c(/C(Cl)=C/c2c(F)cccc2Cl)nc2cc(Cl)ccc12	-3.6	1.5	0.6	17.7	78.8*	7.1	-0.9	2.0	-1.1
O=C(CCCc1nc2ccccc2s1)NC(c1ccccc1)c1ccccc1	-5.6	7.4	0.8	24.2	44.9	5.5	-4.9	8.5	2.5
CCc1cccc(C)c1NC(=O)CNCc1ccccc1	-1.9	-6.9	-0.4	25.1	-5.9	9.9	18.4[fluorescence artefact?]	-4.8	-1.0
C=CCOC(=O)/C(=C/c1ccco1)NC(=O)/C=C/c1ccccc1	-29.9	-15.8	-0.5	9.4	12.0	16.0	-1.2[fluorescence artefact?]	5.9	-1.4
O=C(O)c1cccnc1SC1CC(=O)N(CCc2ccccc2)C1=O (centres undefined)	6.1	29.0	0.9	23.5	-15.2	3.4	11.4[fluorescence artefact?]	-2.0	-1.2
Cc1cc(C)n2nc(C(=O)N/N=C/c3ccccc3Cl)nc2n1	0.7	-24.6	0.3	20.4	-14.4	9.9	-11.7	-0.1	0.7
COc1ccc(Cl)cc1NC(=O)CN1CCCC1	6.4	-4.1	0.8	13.3	0.6	6.6	3.4	4.6	-0.1
O=C(CCn1cnc2ccccc21)N/N=C/c1ccc(O)cc1	13.3	10.2	0.8	22.7	15.5	3.8	-2.3[fluorescence artefact?]	0.8	2.0
COc1ccc(NC2=NC(C)(CO)CS2)cc1 (centres undefined)	12.4	-9.6	1.0	8.5	-6.7	4.1	-4.5	/	0.6

Gathered by group, the compounds so far containing an aryl thioether with sulfur outside any ring (2)
SMILES	NPY-Y1 PAM-ag	EP2 mod	TRPML3 ag	PPC-1+TRAIL kill	CHOP inhibitor	PGE2 EP2 inh	14-3-3 Bad PPI	NPY Y1 blocker	TRPN1 ag
CCCc1cc(=O)[nH]c(SCC(=O)c2cc(C)n(C3CC3)c2C)n1	-38.1	-32.1	0.8	1.6	-4.3	7.1	-0.6	4.7	-0.8
O=C(O)c1cccnc1SC1CC(=O)N(CCc2ccccc2)C1=O (centres undefined)	6.1	29.0	0.9	23.5	-15.2	3.4	11.4[fluorescence artefact?]	-2.0	-1.2

(listing goes on)
SMILES	NPY-Y1 PAM-ag	EP2 mod	TRPML3 ag	PPC-1+TRAIL kill	CHOP inhibitor	PGE2 EP2 inh	14-3-3 Bad PPI	NPY Y1 blocker	TRPN1 ag
CCn1c(CCCc2ccc(OC)c(C)c2)n[nH]c1=S	-7.2	-20.6	-0.6	29.8	15.0	15.6	-8.9	-0.4	-3.1
COc1ccccc1/C=C/C(=O)NC(=S)N(C)C1CCCCC1	16.4	-17.8	-1.0	20.5	-2.6	6.6	2.2	7.9	0.6
O=C1Nc2ccccc2/C1=N/c1sc2c(c1C(=O)NCCc1ccccc1)CCCC2	11.4	4.9	-0.8	-10.6	35.7	/	-12.1	1.3	-0.7
CCOc1ccc(Nc2nc(Cc3nnc(SCC(N)=O)o3)cs2)cc1	13.1	2.7	0.5	27.2	6.0	9.5	-6.2	-1.8	0.1
COc1ccc(/C(N)=N/OC(=O)c2cccs2)cc1	16.0	-16.5	-0.5	13.5	14.3	12.4	2.7	/	-0.9
C/C(=N\NC(=O)c1ccc2c(c1)OCO2)c1ccc(C(=O)O)s1	-12.1	38.3	1.0	14.6	-28.1	7.4	-7.3	3.0	2.4
CCN1CCCC(CO)(Cc2ccccc2)C1 (centres undefined)	-4.9	1.9	0.1	8.2	21.3	6.6	-2.9	2.9	0.4
CN(C(=O)COC(=O)c1ccc2c(c1)NC(=O)CS2)C1CCS(=O)(=O)C1 (centres undefined)	-18.7	11.3	1.1	-7.1	17.1	9.0	-7.8	-3.0	0.6
COc1cc(C(C)=O)ccc1OCC(O)CN1CCN(S(=O)(=O)c2ccccc2)CC1 (centres undefined)	-3.0	0.4	0.0	23.3	-5.2	3.2	-5.1[fluorescence artefact?]	-1.8	0.5
CCOC(=O)C1=C(C)NC(SCC(=O)O)=NC1c1ccccc1 (centres undefined)	14.8	33.5	-0.1	19.7	28.1	4.6	2.6	0.9	0.2
Cc1c(Nc2ncnc3nc[nH]c23)c(=O)n(-c2ccccc2)n1C	-15.7	17.6	1.6	14.5	-18.1	12.8	4.0	-3.3	1.0
C=CCOc1ccc(CNc2ccc3[nH]c(=O)[nH]c3c2)cc1OCC	19.2	12.4&4.4	0.1	/	-8.5	11.7&3.2	-10.4	-3.0	-1.3
COc1cc(NC(=O)CC2NCCNC2=O)cc(OC)c1 (centres undefined)	1.9	5.2	0.5	-16.0	5.0	5.0	20.4[fluorescence artefact?]	-2.3	0.6
CC(=O)c1ccc(NC(=S)NCCc2ccccn2)cc1	4.2	-28.5	0.5	24.5	11.8	9.6	-9.1	0.9	2.2
CC(Nc1cccc2ccccc12)C(=O)N/N=C/c1ccc([N+](=O)[O-])cc1 (centres undefined)	2.8	-113.3	1.0	22.4	81.7*	3.8	-7.4	-2.0	1.0
Cc1cccc2sc(N(CCCN(C)C)C(=O)c3ccco3)nc12	2.5	9.6	1.5	-1.0	16.3	1.2	-5.2	7.0	1.2
CNC(=S)N/N=C(\C)c1ccc2c(c1)OCO2	23.8	10.2	0.8	14.2	-3.4	6.5	-4.3	-3.3	0.3
Cn1c(CNC(=O)c2ccco2)nnc1SCC(=O)Nc1cccc(Br)c1	-16.9	10.7	0.2	0.4	-12.8	2.1	-7.3	4.0	1.2
COc1ccc(C2=NN(C(=O)CN3CCOCC3)C(c3nc4ccccc4[nH]3)C2)cc1 (centres undefined)	-22.6	-25.8	1.4	-22.5	-4.6	2.3	-2.0	0.6	2.0
COc1ccc(/C=C(\NC(=O)c2ccccc2)C(=O)OCC2CCCN3CCCCC23)cc1OC (centres undefined)	-9.6	-48.1	0.1	17.3	-6.5	15.3	-3.8	5.1	-2.3
Cc1ccc(-c2nn(CC(=O)Nc3ccc4c(c3)nc3n4CCOC3)c(=O)c3ccccc23)cc1	4.2	14.2	0.5	-7.4	54.8	5.2	12.7[fluorescence artefact?]	-5.0	0.0
COc1ccc(N(Cc2cc3cc(OC)ccc3[nH]c2=O)C(=O)C2CCCO2)cc1 (centres undefined)	-1.1	10.7	1.2	4.3	-19.9	10.7	-10.0	0.8	1.2
CC(=O)Nc1cccc(N=NN2CCOCC2)c1	5.7	27.3	0.1	1.9	-15.6	7.8	0.9	-2.0	0.5
O=C(Nc1cccc(F)c1)Nc1ccc2c(c1)C(=O)OC2	4.3	-20.7	0.9	-6.9	-3.4	3.9	2.6	/	5.2
COc1cccc(-n2c(=S)[nH]c3c(oc4ccccc43)c2=O)c1	-17.0	37.3	0.6	13.2	-4.5	8.1	-8.2	0.6	2.5
O=C(N/N=C/c1cc([N+](=O)[O-])c(N2CCOCC2)cc1N1CCOCC1)c1cccnc1	15.5	-1.6	0.6	23.2	-7.4	6.5	-13.6	0.9	1.2

A portion of the library (hit frequency here may not be typical).
